ERK EGF inh – blocks ERK signaling stimulated by EGF | HEK293-V1b, EGF-stimulated phospho-ERK AlphaScreen | Potency, µM (highest dose often 11.5 µM), inactives show top-dose activity change, negative = inhibition, most hits filed as inhibitors | actives 0.41% (n = 130,000) | AID 1454; active means well fitted inhibition curve with a large enough effect; inconclusive means small, poorly fitted or top-dose-only effect, or effect the other way;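 further: plate controls were stimulated vehicle wells for no effect and unstimulated vehicle basal for full effect; nearly all actives have a fitted effect of over 55% in size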
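Readout: AlphaScreen signal for phosphorylated ERK in lysed HEK293 cells stably expressing V1b. Stimulus 25 nM EGF, 5 min, following 30 min compound exposure. Data scaled to DMSO basal and full EGF activation.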
Numbers without * were called inactive; ? = inconclusive; [ ] = dose if it differs, or a comment. Potency means the concentration at half of the fitted maximal effect.

Structure	ERK EGF inh
Cc1ccc2c(=O)[nH]c(Nc3nc(C)cc(-c4ccccc4)n3)nc2c1	0%[57.5 µM]
CCN=C1SC(C(=O)Nc2ccc(OC)cc2)CC(=O)N1CC (stereo not drawn)	2%
c1ccc(OCCOCCN2CCc3ccccc3C2)cc1	-6%
Cc1cc(C)cc(N(CCC(=O)O)S(=O)(=O)c2ccc(Cl)cc2)c1	-2%
CN(C)Cc1ccccc1-c1ccc2ncnc(NCc3cccs3)c2c1	28%
NS(=O)(=O)c1ccc(CCNC(=S)NC2CCCC2)cc1	7%
CCOc1cccc(C(=O)NC(=S)Nc2ccc3c(c2)OCCO3)c1	4%
COc1cc(/C=N/NC(=S)NCCN2CCOCC2)cc(OC)c1O	21%
CC(=O)NC(C)CCc1ccccc1 (stereo not drawn)	-1%[57.5 µM]
Fc1ccccc1SCc1nnc(-c2ccccc2Br)o1	-1%
CC(C)NC(=S)N/N=C1\CCCCc2ccccc21	-2%
COc1ccc(CNC(=O)COC(=O)CCOc2ccccc2)cc1	0%
Cc1csc2c(=O)[nH]cnc12	-2%
CSc1nc2ccc(S(N)(=O)=O)cc2s1	10%
C/C=C/C(=O)Nc1cccc(C2=NOC3(C2)C[C@@H](C(N)=O)N(C(=O)/C(C)=C/C)C3)c1 (stereo partly drawn)	-13%[57.5 µM]
COc1ccc(/C=C2\CC/C(=C\c3ccc(OC)cc3OC)C2=O)c(OC)c1	1%
CC(C)NC(=O)COC(=O)C1CSC2(c3ccc(Br)cc3)CCC(=O)N12 (stereo not drawn)	19%
CC(=O)Nc1nnc(SCc2cccc(F)c2)s1	-7%[57.5 µM]
COc1ccc(NC(=O)Nc2ccc3c(c2)N(C)C(=O)CS3)cc1OC	0%
CN1/C(=C\C(=O)COC(=O)CNC(=O)c2ccc3ccccc3c2)C(C)(C)c2ccccc21	-3%
CCCCCCCCNC(=O)c1ccc(C)cc1	-11%
O=c1c2cnn(-c3ccccc3)c2nc(-c2cccs2)n1-c1ccc(Br)cc1	0%[57.5 µM]
c1ccc(Cc2noc(CN3CCCC(CN4CCOCC4)C3)n2)cc1 (stereo not drawn)	1%
Cn1c(N)c(C(=O)COC(=O)[C@H](Cc2ccccc2)N2C(=O)c3ccccc3C2=O)c(=O)n(C)c1=O	3%
COc1ccc(NC(=O)c2nc[nH]c2C(=O)N[C@@H](C)C(=O)OC(C)(C)C)cc1	-7%[57.5 µM]
COc1ccc(CN(C(=O)c2cnccn2)C(C(=O)NC(C)(C)C)c2cc(OC)c(OC)c(OC)c2)cc1 (stereo not drawn)	8%
NS(=O)(=O)c1cccc(NC(=O)c2cccnc2Oc2ccccc2)c1	-7%[57.5 µM]
CCOC(=O)c1cnc(C(F)(F)F)nc1Oc1ccccc1	-4%[57.5 µM]
COC(=O)c1ccc(COc2ccc(NC(C)=O)cc2)o1	1%[57.5 µM]
CC1CN(c2ccc(NS(=O)(=O)c3ccccc3)cc2C(=O)O)CC(C)O1 (stereo not drawn)	4%[57.5 µM]
COc1ccc(NC(=S)N/N=C/c2cccn2Cc2ccc(F)cc2)cc1	8%
CN(C)S(=O)(=O)c1cccc(NC(=O)COc2nc3ccccc3nc2N2CCOCC2)c1	13%
COc1ccc([N+](=O)[O-])cc1NC(=O)CCN1CCN(C)CC1	2%
Nc1ccccc1N=c1ssnc1Cl	-4%
Cc1cc(C)c(NC(=O)c2ccccc2C(=O)c2ccccc2)c(C)c1	-21%
COc1cc(/C=N/NC(=O)c2cc(-c3c(C)nn(-c4ccccc4)c3C)n[nH]2)ccc1O	-1%[57.5 µM]
CC(=O)Nc1ccc(Oc2nc(-c3ccccn3)nc3ccccc23)cc1	-4%[57.5 µM]
COc1ccccc1NC(=O)Cn1c(=O)n(-c2ccccc2)c(=O)c2oc3ccccc3c21	5%
CC(C)=CCC/C(C)=C/COc1c2occc2cc2ccc(=O)oc12	13%
Cc1nnc(SCc2ccc(Cl)c(Cl)c2)s1	-6%
CC(C)(C)c1nnc(N/N=C/c2ccc(O)cc2)n(N)c1=O	6%
COc1ccc(NS(=O)(=O)c2cn(C)cn2)cc1	0%[57.5 µM]
CC(C)(C)c1cc(C(=O)NCC(=O)OCC(=O)c2cccc([N+](=O)[O-])c2)cc(C(C)(C)C)c1	-3%
COc1ccc(C(=O)N2CCC[C@@]3(CCN(Cc4ccccc4OC)C3)C2)cc1	1%
CCOC(=O)c1cccc(NC(=O)CCOc2ccccc2)c1	-4%
CC1CCN(C(=O)COc2ccc(Nc3ccccc3)cc2)CC1	9%
Oc1ccc(N=Nc2cccc(Cl)c2)cc1C=Nc1ccc(N2CCOCC2)cc1	0%
COc1ccc(CNCC(=O)Nc2ccccc2-n2cccc2)cc1	-3%
CCOP(=O)(OCC)/C(=N/OC(=O)c1ccc(Cl)cc1Cl)C(N)=O	10%[57.5 µM]
CCOc1ccc(-c2nc(N)ncc2-c2ccccc2OC)c(O)c1	-13%[57.5 µM]

Sorted by value in ERK EGF inh (largest number first): seven from the list above.
Structure	ERK EGF inh
CC(C)=CCC/C(C)=C/COc1c2occc2cc2ccc(=O)oc12	13%
COc1ccc(CN(C(=O)c2cnccn2)C(C(=O)NC(C)(C)C)c2cc(OC)c(OC)c(OC)c2)cc1 (stereo not drawn)	8%
CC(C)(C)c1nnc(N/N=C/c2ccc(O)cc2)n(N)c1=O	6%
Oc1ccc(N=Nc2cccc(Cl)c2)cc1C=Nc1ccc(N2CCOCC2)cc1	0%
CC(C)(C)c1cc(C(=O)NCC(=O)OCC(=O)c2cccc([N+](=O)[O-])c2)cc(C(C)(C)C)c1	-3%
Nc1ccccc1N=c1ssnc1Cl	-4%
Cc1nnc(SCc2ccc(Cl)c(Cl)c2)s1	-6%

Remaining list, next part.
Structure	ERK EGF inh
O=C(N/N=C/c1ccc[nH]1)c1ccccc1OCc1ccccc1Cl	-14%
Cc1nc2c(C)[n+](CC(=O)c3ccccc3)ccc2n1C	1%[57.5 µM]
O=C(Nc1cccnc1)c1ccccc1NS(=O)(=O)c1ccc(F)cc1	5%
Cc1cc(N2CCN(C)CC2)nc2ccc(NC(=S)NC3CC3)cc12	3%
COc1ccccc1NC(=O)c1ccc(NC(=O)COC(=O)C2CCCCC2)cc1	4%
Cc1onc(-c2ccccc2)c1C(=O)n1cc(Br)cn1	1%
COc1ccccc1CNc1ccnc(-c2ccc3c(c2)OCO3)n1	20%
CCOC(=O)c1c(C)n(CC)c2ccc(OC(=O)c3ccc([N+](=O)[O-])cc3)cc12	?
CN(C)C(=O)c1ccc(-c2cc(C(F)(F)F)n(C)n2)s1	4%[57.5 µM]
Cc1nonc1-c1ccc2c(c1)OCO2	-10%[57.5 µM]
O=C(NCc1ccc(C(=O)O)cc1)OCc1ccccc1	4%
O=S(=O)(c1ccc(Br)cc1)N1CCCN(Cc2ccccc2F)CC1	-5%
Cc1ccccc1-n1nnnc1SCc1cc(=O)n2ccsc2n1	-1%
O=C(Cn1cnc2ccccc21)Nc1ccc(F)c(F)c1	-2%
O=C(NC1CCCC1)C(c1ccncc1)N(CCCN1CCOCC1)C(=O)c1ccc(-c2ccccc2)[nH]1 (stereo not drawn)	-2%
CCN(CC)C(=O)CSc1nnc(-c2ccco2)o1	7%
Cc1cc(NC(=O)c2ccccc2-c2ccccc2C(=O)O)no1	2%
COc1ccccc1N(CC(=O)NCCSc1ccccc1)S(C)(=O)=O	0%
CC(C)=NOC(=O)c1c(C)noc1-c1snnc1C	-10%[57.5 µM]
COc1ccc(C=O)cc1Cn1cnc2c(cnn2C)c1=O	-3%
Cc1ccc(CNC(=O)CC2Sc3ccccc3NC2=O)cc1 (stereo not drawn)	-4%
CC(=O)NNC(=S)NC(=O)c1cccc([N+](=O)[O-])c1	-5%
CCNC(=O)C(=O)NCc1ccncc1	-5%
O=C(COC(=O)c1cc([N+](=O)[O-])ccc1NCCO)Nc1ccc2c(c1)OCO2	22%
CCCCNC(=O)c1ccc(CNc2c(N3CCC(C(=O)OCC)CC3)c(=O)c2=O)cc1	4%
CC(=O)/C(N=Nc1ccc(OC(F)(F)F)cc1)=C(\C)O	-15%[57.5 µM]
CCOc1ccccc1NC(=O)C1CCN(C(=O)c2cccs2)CC1	-7%
COc1ccc(C(C)C)cc1S(=O)(=O)Nc1ccncc1	-4%
COc1ccc(N/C=C(\C(C)=O)c2ccc(OC)c(OC)c2)cc1OC	0%
Cc1cc(C)nc(Oc2ccc([N+](=O)[O-])cc2)n1	1%
CCCC(c1nnnn1Cc1ccc(F)cc1)N1CCN(CC)CC1 (stereo not drawn)	-6%
CCCCc1c2ccccc2nc2[nH]c3ccccc3c12	1%
CC(=O)Nc1ccc(S(=O)(=O)NCc2cn3ccsc3n2)cc1	-12%
O=C(c1ccco1)N1CCC[C@@]2(CCN(Cc3nccs3)C2)C1	5%
CC(=O)O[C@@H]1[C@H]2[C@@H](C[C@@H](C)[C@@H]3CCC(=O)[C@@]13C)OC(=O)[C@@H]2C	0%[57.5 µM]
O=C(COC(=O)CCc1c[nH]c2ccccc12)Nc1cc([N+](=O)[O-])ccc1Cl	4%
CCOC(=O)c1c(NC(=O)CSc2nnc(C)c(=O)[nH]2)sc(C)c1-c1ccc(C)cc1	-6%[57.5 µM]
O=C(Nc1ncc(Cc2ccc(C(F)(F)F)cc2)s1)c1ccc(-c2cccc([N+](=O)[O-])c2)o1	6%
Nc1nc(-c2nonc2N)no1	0%
CCOC(=O)C1C(=O)N(O)CC1c1cccc(Oc2ccccc2)c1 (stereo not drawn)	-4%
CCc1cc2c(=O)n3c(nc2s1)-c1[nH]c2ccc(OC)cc2c1CC3	1%
COc1ccc(C)cc1NC(=O)c1ccc2c(SCC(=O)O)c3c(nc2c1)CCCC3	-2%[57.5 µM]
CCOC(=O)CSc1ccc(S(=O)(=O)N2CCCCC2)cc1[N+](=O)[O-]	2%
O=C1/C(=C/c2ccco2)CCc2ccccc21	-9%
Cc1cccc(NC(=O)COC(=O)c2cc(C)oc2C)c1	-1%
O=C1c2ccccc2NC(c2ccco2)N1/N=C/c1ccco1 (stereo not drawn)	-5%
CC(C)(C)c1ccc(CCC2OCC(C[N+]3(C)CCOCC3)O2)cc1 (stereo not drawn)	2%[57.5 µM]
C#CCNC(=O)C1=C[C@@H](c2ccc(Br)cc2)C[C@@H](OCCCCO)O1	-19%[57.5 µM]
CC1CCN(CCOCCSc2ccc(Cl)cc2)CC1	3%
O=C(CNC(=O)c1ccccc1)N/N=C/c1cn[nH]c1-c1ccccc1	2%

Continuation.
Structure	ERK EGF inh
O=c1ccc2ccccc2o1	4%
CCOC(=O)c1cc2c(nc1NC(=S)Nc1ccccc1)CC(C)(CC)OC2 (stereo not drawn)	2%
CCC(=O)Nc1cc(C(=O)O)ccc1Sc1ccc(C)cc1	3%[57.5 µM]
Cc1cc2cc(CNC(=S)Nc3ccc(OC(F)F)cc3)ccc2n1C	-2%
O=S1(=O)NC(=NCCc2ccccn2)c2ccccc21	3%
COc1cccc(C2CC3(CC(C)(C)NC(=S)N3)Oc3cc(O)ccc32)c1 (stereo not drawn)	-1%
NC1(C(=O)O)CCC1	-3%
COc1cccc(/C=C/C(=O)OCC(=O)N2c3ccccc3NC(=O)C2(C)C)c1	0%
Cc1ccc(NCC(=O)N/N=C/c2ccc(C(=O)O)cc2)cc1	27%[57.5 µM]
O=[N+]([O-])c1cc(C(F)(F)F)ccc1N1CCN(S(=O)(=O)c2ccc3c(c2)CCCC3)CC1	?
O=C(CSc1ccc(Br)c2cccc(Cl)c12)Nc1ccc(S(=O)(=O)Nc2nccs2)cc1	-9%
FC(F)(F)c1cnc(NNC(=S)Nc2cccnc2)c(Cl)c1	5%
O=C(Nc1cccc(F)c1)N1CC2(CCN(C(=O)c3cccc(F)c3)CC2)C1	0%
CCCc1n(CC(O)COCC2CC=CCC2)c2ccccc2[n+]1C (stereo not drawn)	0%
CCc1[nH]nc(C(=O)N2CCCC(CCC(=O)N3CCN(c4ccccn4)CC3)C2)c1C (stereo not drawn)	28%
Brc1cc2c(cc1Br)OCCOCCOCCO2	0%[57.5 µM]
Cn1c(-c2sccc2OCc2cccc(C(F)(F)F)c2)n[nH]c1=S	-4%
Cc1ccc(OCC(=O)N/N=C2/SCC(=O)N2Cc2ccccc2)cc1	7%
Cc1c(NC(=O)c2ccc3c(c2)C(=O)N(Cc2ccco2)C3=O)cccc1C(=O)O	5%
C=CCn1c(=NC(=O)CN2C(=O)CCC2=O)sc2cc(S(N)(=O)=O)ccc21	-1%
COCCNC(=O)C(=O)N/N=C(\C)CC(=O)Nc1ccc2c(c1)OCO2	-2%
CC1(C)Cc2c(sc3nc(-c4ccccc4)oc(=O)c23)CO1	7%
COC(=O)c1ccc(CSc2nnc(C)n2N)o1	28%
NNC(=O)Cn1nnc(-c2ccc(C(F)(F)F)cc2)n1	-12%[57.5 µM]
CCN(Cc1ccccc1)C(=O)c1cc(COc2c(F)cccc2F)on1	2%[57.5 µM]
Cc1cccc(N2C(=O)CC(SC(N)=Nc3ccccc3)C2=O)c1 (stereo not drawn)	10%
CC(=O)N(C(C)=O)N1C(=O)C2C3c4ccccc4C(c4ccccc43)C2C1=O (stereo not drawn)	-10%
COC(=O)c1cc(C(=O)OC)[nH]n1	?
NNC(=O)[C@@H]1C[C@@H]1c1ccccc1	-7%

High-throughput results (PubChem BioAssay)

These rows are one share of the data; the hit share may differ from the screen's.
